proCasp7 act: counter-screen for procaspase-3 activators: activators of human procaspase-7. AID 463210. recombinant procaspase-7, Ac-DEVD-pNA absorbance 405 nm; D23A/D198A/D206A triple mutant, cannot self-cleave; scale: DMSO 0, 5 µM enzyme 100. P55210. activation, % at 8.5 µM. actives 0.093% (n = 330,000);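 active = percent activation above the screen-wide mean plus 3 SD, cut at about 25% in these data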
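Material: Procaspase-7 triple mutant (PC-7 D3A) | Quantity: 2 µM procaspase-7 mutant as dispensed | Reagent: DEVD-pNA substrate | Times: 1 h preincubation, 2 h reaction | Technique: 405 nm absorbance of p-nitroaniline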
proCasp3 act: procaspase-3 (human) activation. AID 463141. P42574. actives 0.11% (n = 330,000). recombinant procaspase-3 D3A, Ac-DEVD-pNA absorbance 405 nm. activation, % at 8.5 µM;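 active = activation above the mean of all tested compounds plus 3 SD, cut at about 21% in these data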;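 note: 0% = DMSO alone and 100% = DMSO wells spiked with extra 5 µM PC-3 D3A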
Target sequence (P42574 whole entry D9A/D28A/D175A): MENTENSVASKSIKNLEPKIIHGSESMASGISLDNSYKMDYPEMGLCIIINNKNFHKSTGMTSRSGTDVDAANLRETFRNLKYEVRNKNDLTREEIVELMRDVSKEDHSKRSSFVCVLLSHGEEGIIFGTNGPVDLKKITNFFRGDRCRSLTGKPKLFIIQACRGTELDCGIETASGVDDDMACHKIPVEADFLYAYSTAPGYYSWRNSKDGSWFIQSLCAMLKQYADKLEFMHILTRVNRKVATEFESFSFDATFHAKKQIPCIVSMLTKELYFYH
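Technique: 405 nm absorbance of p-nitroaniline, reads at 0 and 120 min; Test system: Procaspase-3 D3A mutant; Incubation: 1 h enzyme-compound preincubation, then 2 h substrate reaction, 25 °C; Repeats: singlicate, each compound tested once; Benchmarks: low control DMSO wells, high control DMSO plus 5 µM PC-3 D3A.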
LAP4 TOR yeast: alters LAP4-GFP fluorescence in TOR pathway yeast screen. S. cerevisiae LAP4-GFP multiplex, flow cytometry GFP, 3 h; median GFP as percent of DMSO wells. GFP response vs DMSO, % at 10 µM. actives 0.34% (n = 320,000);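 active = GFP response vs DMSO above a set limit, about the screen mean plus 3 SD, cut at about 150% in these data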
AGP1-GFP MLPCN: modulators of TOR pathway AGP1-GFP in S. cerevisiae. actives 0.02% (n = 320,000). S. cerevisiae AGP1-GFP multiplex flow cytometry, 3 h; GFP as percent of DMSO wells. AID 2066. GFP response vs DMSO, % at 10 µM;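 active = GFP response relative to DMSO above a set limit, near screen average plus 3 SD, cut at about 150% in these data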;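 note: median GFP channel fluorescence of the gated AGP1 strain per well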
MEP2-GFP yeast: alters MEP2-GFP fluorescence in TOR pathway yeast screen; S. cerevisiae MEP2-GFP strain, flow cytometry GFP, 3 h; 100% = DMSO control level; AID 2016; actives 0.51% (n = 330,000); GFP response vs DMSO, % at 10 µM;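 active = GFP response versus DMSO above a set limit, roughly screen mean plus 3 SD, cut at about 180% in these data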;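 note: median GFP fluorescence of the barcode-gated MEP2-GFP cells per well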
RPL19A-GFP yeast: alters RPL19A-GFP fluorescence in TOR pathway yeast screen; S. cerevisiae RPL19A-GFP strain, flow cytometry, 3 h; stronger effect = lower value; percent response vs DMSO, % at 10 µM; actives 0.3% (n = 330,000);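 active = percent response vs DMSO below 50%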;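 note: median channel GFP fluorescence of the barcoded RPL19A-GFP strain; ratio of sample median GFP to plate DMSO average so 100% = DMSO; lower means less RPL19A-GFP as with rapamycin TOR inhibition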
AHR activator: activates the human aryl hydrocarbon receptor | AHR-responsive luciferase reporter cells, luminescence | activation, % at 5 µM | actives 2.5% (n = 320,000); in the data active = activation above about 47%;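 note: 0% = vehicle wells and 100% = reference agonist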
Target sequence (P35869 whole entry, looked up): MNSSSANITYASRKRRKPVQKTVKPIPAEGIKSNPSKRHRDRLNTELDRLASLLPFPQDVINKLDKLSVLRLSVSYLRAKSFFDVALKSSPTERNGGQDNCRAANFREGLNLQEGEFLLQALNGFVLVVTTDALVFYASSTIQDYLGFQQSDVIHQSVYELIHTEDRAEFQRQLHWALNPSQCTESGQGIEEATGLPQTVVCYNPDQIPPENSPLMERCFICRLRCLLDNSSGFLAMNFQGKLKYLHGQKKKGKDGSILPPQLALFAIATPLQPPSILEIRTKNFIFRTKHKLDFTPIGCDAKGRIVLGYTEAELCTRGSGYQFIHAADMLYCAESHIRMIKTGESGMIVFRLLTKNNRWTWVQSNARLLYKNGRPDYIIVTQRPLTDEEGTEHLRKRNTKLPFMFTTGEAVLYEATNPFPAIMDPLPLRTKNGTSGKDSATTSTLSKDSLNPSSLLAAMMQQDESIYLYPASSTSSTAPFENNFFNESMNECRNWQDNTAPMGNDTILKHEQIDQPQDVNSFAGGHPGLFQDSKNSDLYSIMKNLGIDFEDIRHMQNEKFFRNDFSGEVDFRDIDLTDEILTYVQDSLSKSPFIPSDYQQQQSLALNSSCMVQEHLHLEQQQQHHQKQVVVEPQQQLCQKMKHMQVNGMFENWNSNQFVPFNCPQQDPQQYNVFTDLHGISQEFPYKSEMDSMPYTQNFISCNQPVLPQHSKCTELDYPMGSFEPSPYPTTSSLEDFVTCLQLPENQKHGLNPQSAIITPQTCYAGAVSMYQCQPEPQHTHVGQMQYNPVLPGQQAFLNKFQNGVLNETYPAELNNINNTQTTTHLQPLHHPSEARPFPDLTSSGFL
CIT2-GFP yeast: modulators of TOR pathway CIT2-GFP in S. cerevisiae | actives 0.065% (n = 320,000) | GFP response vs DMSO, % at 10 µM | S. cerevisiae CIT2-GFP strain, flow cytometry, 3 h; 100 means same as DMSO wells;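 active = GFP response relative to DMSO above a set limit, near the screen mean plus 3 SD, cut at about 150% in these data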;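 note: ratio of well median GFP fluorescence to mean of DMSO wells on the plate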
Starred values were filed as active, the others as inactive; . = no result given.

SMILES	proCasp7 act	proCasp3 act	LAP4 TOR yeast	AGP1-GFP MLPCN	MEP2-GFP yeast	RPL19A-GFP yeast	AHR activator	CIT2-GFP yeast
CCn1c(=O)c([N+](=O)[O-])c(NCc2ccc3c(c2)OCO3)c2ccccc21	3.5	-4.1	101.5	98.8	94.2	95.1	47.1*	88.2
Cc1ccc(N(CC(=O)NC2CCCC2)C(=O)CNC(=O)c2cccs2)cc1F	-8.0	3.9	95.5	101.8	106.8	105.7	1.3	102.1
COc1cc(Cl)cc(CN2CCC(CCC(=O)NC3CC3)CC2)c1OC	12.0	1.1	98.8	95.7	112.7	98.4	-0.4	101.6
C=C(C)CSc1nnc(-c2ccc(C)cc2)n1N	-1.3	-10.8	96.6	100.8	99.3	97.0	9.6	98.7
O=C(COC(=O)c1ccc(O)cc1O)NCCN1C(=O)CSC1=O	-2.7	8.2	105.8	98.9	104.4	99.0	4.0	102.9
CCCN(CCC)CCCNC(=O)Cn1cnc2sc(C)c(S(=O)(=O)N3CCC(C)CC3)c2c1=O	7.0	10.3	99.1	55.4	109.3	101.8	0.9	76.4
Cn1cc(CNC(=O)c2cc(-c3ccccc3)nc3ccc(Br)cc23)cn1	7.8	0.0	96.4	103.3	105.9	103.9	5.0	106.8
COc1ccc(N2C(=O)CC(N3CCOCC3)C2=O)cc1 (stereo unspecified)	-36.4	-34.1	105.8	101.7	102.5	100.9	2.8	104.1
COc1cccc(/C=C2\Oc3cc(OCC(=O)N4Cc5ccccc5C[C@H]4C(=O)O)ccc3C2=O)c1	-29.2	-4.2	105.8	103.3	105.9	101.8	2.3	95.6
Cc1oc(-c2ccc(Cl)cc2)nc1CS(=O)CC(=O)NCc1ccco1 (stereo unspecified)	-9.3	1.6	106.4	99.7	94.8	96.3	0.3	103.6
CN(C)S(=O)(=O)c1ccc(NC(=O)CSc2nnnn2C)cc1	2.0	-4.4	99.5	99.2	96.5	95.5	-1.1	95.0
C/C(=N/NC(=O)c1cc(-c2ccc(Br)s2)[nH]n1)c1ccco1	-2.5	-7.8	111.2	104.9	95.7	94.2	-3.2	84.9
CC(=O)c1cccc(NC(=O)c2ccc3c(Cl)c4c(nc3c2)CCCC4)c1	7.4	-3.4	98.2	94.9	93.2	94.2	-1.0	85.3
C[C@@H](C(=O)NC1CCN(Cc2ccccc2)CC1)N1C(=O)N2CCc3c([nH]c4ccccc34)[C@@]2(C)C1=O	-15.0	4.0	96.2	100.4	98.2	97.5	1.7	99.0
CCN1CCN(C(=S)NCC(C)C)CC1	2.7	-0.4	83.9	95.0	99.7	102.9	-2.3	98.2
Cc1ccc(C(=O)CCNc2ccc(Br)cc2)o1	3.7	8.0	105.4	93.6	103.3	95.6	-1.4	86.5
CC(NC(=O)c1ccccc1F)c1nnc(SCC(=O)NC2CCCCC2)n1C (stereo unspecified)	-1.9	3.4	106.6	95.2	98.7	94.3	1.3	85.8
Nc1ccc(-n2nnnc2-c2ccco2)cc1	3.4	1.6	.	95.5	106.8	92.7	0.7	93.6
Cc1nonc1NC(=O)CSc1nc(C23CC4CC(CC(C4)C2)C3)nc2ccccc12	2.2	1.2	86.3	94.1	93.0	98.4	1.7	80.7
Cc1cc(C(=O)NCCN2CCCCC2C)n(-c2ccccc2)n1 (stereo unspecified)	0.8	1.4	95.6	99.0	98.5	102.5	4.4	100.3
COCCn1nnnc1C(C(C)C)N(Cc1cccnc1)Cc1cc2cc(OC)ccc2[nH]c1=O (stereo unspecified)	-8.7	0.2	94.1	74.0	104.3	90.6	11.2	103.6
O=C(O)c1cccc(NS(=O)(=O)c2ccc(Oc3ccc(S(=O)(=O)Nc4cccc(C(=O)O)c4)cc3)cc2)c1	-10.3	5.6	108.9	116.5	109.3	111.2	-2.2	107.5
CCC(C)C(NC(=O)c1ccccc1NC(=O)c1ccc(C)cc1)C(=O)O (stereo unspecified)	0.6	2.9	102.4	109.6	106.3	112.4	4.0	108.8
O=c1[nH]c2cc(S(=O)(=O)CCO)ccc2o1	-2.3	1.2	109.5	113.5	102.6	101.7	-0.1	106.6
CCOc1ccccc1NC(=O)CSc1nncc2ccccc12	3.8	1.2	88.4	55.0	99.9	87.5	13.3	79.1
CNC(=O)c1ccc(Nc2nnc(-c3ccc(C)c(S(=O)(=O)NCC4CCCO4)c3)c3ccccc23)cc1 (stereo unspecified)	14.2	-2.8	102.7	104.2	100.3	110.9	2.6	109.9
COc1ccc(N2CCN(C(=O)c3cc4c(C)nc5ccccc5c4o3)CC2)cc1	-3.6	-4.6	99.0	93.2	103.9	98.7	7.6	94.3
CC1CN(C2CCN(C(=O)COc3ccccc3)CC2)CC(C)O1 (stereo unspecified)	-4.0	8.9	93.2	102.3	97.7	102.6	1.5	92.9
COc1ccc(OC)c(S(=O)(=O)N2CCCC(C(=O)NCc3cccnc3)C2)c1 (stereo unspecified)	-3.7	5.2	108.8	109.6	104.6	109.1	0.0	110.3
O=C(Nc1cccc(NC(=O)c2ccco2)c1)c1cccc(Br)c1	4.2	-10.1	105.0	105.4	109.6	99.5	8.4	104.2

Arranged by molecular weight (descending): some entries from above.
SMILES	proCasp7 act	proCasp3 act	LAP4 TOR yeast	AGP1-GFP MLPCN	MEP2-GFP yeast	RPL19A-GFP yeast	AHR activator	CIT2-GFP yeast
O=C(O)c1cccc(NS(=O)(=O)c2ccc(Oc3ccc(S(=O)(=O)Nc4cccc(C(=O)O)c4)cc3)cc2)c1	-10.3	5.6	108.9	116.5	109.3	111.2	-2.2	107.5
CNC(=O)c1ccc(Nc2nnc(-c3ccc(C)c(S(=O)(=O)NCC4CCCO4)c3)c3ccccc23)cc1 (stereo unspecified)	14.2	-2.8	102.7	104.2	100.3	110.9	2.6	109.9
COCCn1nnnc1C(C(C)C)N(Cc1cccnc1)Cc1cc2cc(OC)ccc2[nH]c1=O (stereo unspecified)	-8.7	0.2	94.1	74.0	104.3	90.6	11.2	103.6
COc1ccc(OC)c(S(=O)(=O)N2CCCC(C(=O)NCc3cccnc3)C2)c1 (stereo unspecified)	-3.7	5.2	108.8	109.6	104.6	109.1	0.0	110.3
COc1ccc(N2CCN(C(=O)c3cc4c(C)nc5ccccc5c4o3)CC2)cc1	-3.6	-4.6	99.0	93.2	103.9	98.7	7.6	94.3
CCOc1ccccc1NC(=O)CSc1nncc2ccccc12	3.8	1.2	88.4	55.0	99.9	87.5	13.3	79.1
CC1CN(C2CCN(C(=O)COc3ccccc3)CC2)CC(C)O1 (stereo unspecified)	-4.0	8.9	93.2	102.3	97.7	102.6	1.5	92.9
Cc1cc(C(=O)NCCN2CCCCC2C)n(-c2ccccc2)n1 (stereo unspecified)	0.8	1.4	95.6	99.0	98.5	102.5	4.4	100.3

Next results
SMILES	proCasp7 act	proCasp3 act	LAP4 TOR yeast	AGP1-GFP MLPCN	MEP2-GFP yeast	RPL19A-GFP yeast	AHR activator	CIT2-GFP yeast
Cc1nn(-c2ccccc2)c(C)c1NC(=O)COC(=O)c1ccccc1	-4.0	8.7	97.7	96.3	94.7	94.6	-2.3	97.1
O=[N+]([O-])c1ccc(OCCOc2ccccc2/C=N/n2cnnc2)cc1	14.0	-5.2	99.2	101.4	106.2	107.3	11.7	102.7
Cc1ccccc1C1=N/C(=C/c2cccnc2)C(=O)O1	0.0	5.3	135.7	72.6	96.0	103.4	0.2	96.3
COC(=O)C1=C(C)NC(=O)/C1=C/c1ccc(CNS(=O)(=O)c2ccc(C)cc2)o1	-7.9	-16.6	95.2	94.4	99.4	96.1	3.0	96.6
CCOC(=O)NC1(C(F)(F)F)NC(=O)N(c2ccc(F)cc2)C1=O (stereo unspecified)	-3.2	-1.8	100.0	104.4	101.4	103.8	3.4	107.7
N#Cc1ccccc1/C=N/Nc1nc(-c2ccccc2)c2cc(Cl)ccc2n1	2.4	7.4	99.0	104.0	104.5	100.9	0.6	105.7
COc1cccc(NC(=O)c2cccc(C)c2[N+](=O)[O-])c1	-0.1	-7.8	107.2	104.5	111.0	114.2	22.3	104.3
O=C1CCCc2c1[nH]c1ccc(CN3CCCCC3)cc21	-4.6	2.0	97.0	96.6	97.2	90.8	0.4	92.6
CC(Oc1ccc(Cl)cc1Cl)C(=O)NNC(=O)c1cccnc1 (stereo unspecified)	-1.1	2.2	100.4	107.0	113.0	100.5	7.8	108.3
CCc1c(C)nc2ncnn2c1N1CCCC(C(=O)NCc2cccs2)C1 (stereo unspecified)	7.9	5.3	95.3	108.5	102.2	105.5	0.4	101.9
COc1ccc(-n2cc(-c3ccccc3)nc2SC)cc1	1.5	-4.9	96.3	92.7	94.9	98.1	17.4	98.8
COc1cccc(CC(=O)NN2C(=O)NC3(CCCCC3)C2=O)c1	3.2	9.0	108.2	108.9	107.5	109.0	-0.5	100.4
O=C1CC(Cc2ccccc2)C(=O)N1c1ccccn1 (stereo unspecified)	-4.7	2.8	109.4	102.3	104.7	97.8	0.1	95.0
O=C(Oc1ccccc1N1CCOCC1)c1ccccc1	-12.3	-3.0	96.9	106.8	98.8	101.1	0.0	101.1
CCNC(=O)COC(=O)c1cc(-c2ccccc2)nn1-c1ccccc1	9.6	1.2	103.3	84.3	91.0	91.3	0.5	98.4
Cc1c(NC(=O)C(C)N2C(=O)C3C4C=CC(C4)C3C2=O)c(=O)n(-c2ccccc2)n1C (stereo unspecified)	-1.6	2.3	101.1	100.1	107.5	103.4	0.5	104.6
CCN(c1ccccc1)S(=O)(=O)c1cc(OC)ccc1OC	5.1	1.7	107.7	104.4	107.7	99.4	-2.1	102.3
O=C(NCc1ccc2c(c1)OCO2)C1CCN(c2ccc(S(=O)(=O)N3CCCC3)cc2)CC1	-1.8	1.0	96.2	100.2	103.0	99.2	1.8	99.9
CC(C)CNc1nc(S(=O)(=O)c2ccccc2)c(Cl)s1	10.7	-0.7	104.6	104.7	103.2	96.9	1.6	99.8
COCCN(C(=O)Cc1cccs1)C(C(=O)NCc1ccc(OC)cc1)c1ccccc1 (stereo unspecified)	7.6	2.1	89.6	93.3	93.9	93.3	13.5	92.3
O=C(NC(=S)N1CCN(C/C=C/c2ccccc2)CC1)c1ccco1	-3.4	-5.9	94.4	94.3	95.2	98.4	0.1	97.0
CC(C)=CCC(C)(C)C1OCCN1C(=O)Nc1ccccc1 (stereo unspecified)	0.8	0.0	100.4	100.3	91.1	94.0	2.5	87.9
N#C/C(=C\c1ccc(O)c(O)c1)C(=O)NCCCc1ccccc1	-34.6	-23.4	101.5	85.4	93.0	96.8	-1.5	82.1
O=C(c1cc(COc2ccccc2)on1)N1CCCC(CN2CCOCC2)C1 (stereo unspecified)	6.7	6.3	100.1	99.7	97.5	97.1	2.4	98.9
NC(=O)c1ccccc1N=Cc1cccnc1	5.3	-10.3	138.2	110.0	100.8	98.3	1.7	111.3
CC(=O)NCCCCCCNC(C)=O	7.4	2.6	107.3	101.0	99.2	100.4	-5.0	93.9
CCOC(=O)c1cnc(-n2[nH]c(C)cc2=O)[nH]c1=O	8.4	2.8	93.0	105.3	98.9	102.4	-2.9	103.2
O=C(Cn1cnc2ccccc21)N/N=C/c1ccccc1	-2.1	8.2	93.4	94.1	95.7	102.7	9.0	100.0
COc1ccc(Cl)cc1S(=O)(=O)NC(C)C(=O)NCc1ccc2c(c1)OCO2 (stereo unspecified)	4.0	-9.3	94.6	92.7	105.8	103.2	1.3	111.4
CN(C)S(=O)(=O)c1ccc(Nc2nc(C3CC3)nc3c2nnn3Cc2ccccc2Cl)cc1	-6.7	11.0	97.6	95.3	100.4	102.5	21.8	95.9
